tim10-1 inh: growth inhibitors of tim10-1 mutant yeast; S. cerevisiae tim10-1 ts strain growth, BacTiter-Glo, 24 h; inhibition, % at 20 µM; 330,000 compounds, 2.2% hits; AID 463190;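 active = inhibition of at least 40%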;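 note: mutant grown at 25 °C; 0% = DMSO wells with yeast and 100% = wells holding no yeast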
UPR XBP1 act: adaptive UPR (XBP1) activation; AID 463104; CHO-XBP1 luciferase reporter, IRE1-XBP1 UPR activation, luminescence; percent of tunicamycin response, DMSO as zero; activation, % at 20 µM; 330,000 compounds, 0.33% hits;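 active = versus positive control, 20 µM dose yields 30% or more activation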;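 note: 100% = tunicamycin at 10 µg/mL and 0% = DMSO only wells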
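Assay system: CHO-XBP1 luciferase reporter cells; Schedule: 6 h treatment, 37 °C; Detection: glow luminescence from Steady-Glo reagent; Benchmarks: high control tunicamycin 10 µg/mL final, low control DMSO vehicle only.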
TIM10 inh: growth inhibitors of TIM10 yeast strain; AID 463195; 330,000 compounds, 1.4% hits; S. cerevisiae TIM10 strain growth, BacTiter-Glo luminescence, 24 h; inhibition, % at 10 µM;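 active = inhibition of 40% or more at the single tested concentration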;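 note: wild-type TIM10 isogenic control strain grown at permissive 25 °C; 0% = DMSO yeast wells and 100% = minimal medium wells without yeast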
tim23-1 inh: growth inhibitors of tim23-1 mutant yeast; 330,000 compounds, 1.3% hits; S. cerevisiae tim23-1 growth, BacTiter-Glo luminescence, 24 h; inhibition, % at 20 µM;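 active = growth inhibition of the mutant yeast at or above 50%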;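 note: temperature-sensitive mutant grown at 25 °C; plate controls were DMSO-treated mutant yeast for no effect and medium wells lacking yeast for full effect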
CXCR6 block: CXCR6 (human) receptor inhibition; inhibition, % at 20 µM; CHO-K1 PathHunter CXCR6 beta-arrestin, luminescence; 360,000 compounds, 0.36% hits; O00574; AID 602244; in the data active = inhibition above about 34%, passing the limit was not always enough;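 note: antagonist mode with CXCL16 agonist at 10 nM final; 0% = 10 nM CXCL16 with DMSO and 100% = unstimulated wells without agonist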
Target sequence (O00574 whole entry, looked up): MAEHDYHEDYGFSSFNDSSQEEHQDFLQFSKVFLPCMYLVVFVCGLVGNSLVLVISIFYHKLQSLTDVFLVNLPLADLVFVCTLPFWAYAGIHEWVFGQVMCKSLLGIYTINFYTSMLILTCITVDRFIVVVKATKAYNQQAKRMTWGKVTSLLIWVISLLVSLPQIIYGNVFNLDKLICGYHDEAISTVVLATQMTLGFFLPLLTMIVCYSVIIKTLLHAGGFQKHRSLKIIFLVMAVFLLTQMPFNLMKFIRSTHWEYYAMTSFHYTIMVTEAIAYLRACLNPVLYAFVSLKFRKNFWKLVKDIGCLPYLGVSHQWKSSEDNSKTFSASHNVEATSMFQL
CHOP UPR activ: activators of apoptotic arm of unfolded protein response (CHOP) | CHO-CHOP luciferase reporter, UPR activation, luminescence; percent of tunicamycin response over DMSO baseline | activation, % at 10 µM | 330,000 compounds, 0.34% hits | AID 449763;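 active = at 10 µM dose, activation of 40% or more, normalized to positive control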;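 note: 100% = tunicamycin at 10 µg/mL and 0% = DMSO alone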
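Evaluation: % reporter activation, DMSO baseline versus tunicamycin full activation; System: CHO-CHOP luciferase reporter cell line; Input: 500 cells/well; Incubation: 6 h compound treatment, 37 °C; Measured by: Steady-Glo luciferase luminescence; Dosing: one dose, 10 µM in 0.5% DMSO; Buffer or medium: F12 medium, 10% FBS; Benchmarks: positive tunicamycin 10 µg/mL, negative DMSO alone.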
APJ ag: APJ receptor agonism | P35414 | CHO-K1 APJ PathHunter beta-arrestin, luminescence; 0% DMSO wells, 100% apelin | activation, % at 20 µM | 330,000 compounds, 0.11% hits | AID 2520;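 active = activation more than six SD over the plate average, tested at 20 µM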;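 note: 0% = DMSO alone and 100% = apelin-13 at 10 nM; some results filed as inactive read as strong as hits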
Target sequence (P35414 whole entry, looked up): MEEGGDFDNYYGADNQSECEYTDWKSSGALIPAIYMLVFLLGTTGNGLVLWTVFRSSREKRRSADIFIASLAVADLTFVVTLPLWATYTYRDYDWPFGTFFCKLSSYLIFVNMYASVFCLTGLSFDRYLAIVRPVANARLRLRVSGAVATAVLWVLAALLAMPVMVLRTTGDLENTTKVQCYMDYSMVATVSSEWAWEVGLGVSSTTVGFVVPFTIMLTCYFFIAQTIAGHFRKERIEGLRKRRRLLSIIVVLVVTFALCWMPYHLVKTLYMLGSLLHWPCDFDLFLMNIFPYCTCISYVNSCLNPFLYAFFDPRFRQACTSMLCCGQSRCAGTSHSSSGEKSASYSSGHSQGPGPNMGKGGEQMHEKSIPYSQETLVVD
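Test system: CHO-K1 APJ beta-arrestin complementation cell line. Amount: cell density 1000 per well. Controls: DMSO negative, 10 nM Apelin-13 positive. Signal: luminescent beta-gal fragment complementation, chemiluminescent substrate. Read-out basis: agonist-driven arrestin binding to APJ. Timing: compound stimulation 90 min at 25 °C, detection 60 min.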
APJ antag: antagonists of human APJ apelin receptor; P35414; CHO-K1 APJ beta-arrestin complementation, luminescence; inhibition, % at 20 µM; 330,000 compounds, 0.32% hits;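 active = inhibition above about 40% at 20 µM, limit read from the data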;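 note: cells challenged with 10 nM apelin-13 agonist together with compound; plate controls were apelin-13 plus DMSO wells for no effect and DMSO wells lacking apelin-13 for full effect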
Mdm2-MdmX inh: disrupts the human Mdm2-MdmX interaction; AID 485346; SaOS-2 split-luciferase Mdm2/MdmX complementation, luminescence; 330,000 compounds, 3% hits; O15151+Q00987; inhibition, % at 8 µM;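 active = inhibition of at least 50% at 8 µM in the primary screen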
An asterisk follows results filed as active. An excerpt; count on the stated rates, not on these rows.

Compound,tim23-1 inh,Mdm2-MdmX inh,APJ ag,TIM10 inh,APJ antag,UPR XBP1 act,tim10-1 inh,CHOP UPR activ,CXCR6 block
Cc1cc(/C=C(\C#N)C(=O)Nc2ccccc2)c(C)n1-c1ccc2c(c1)OCO2,10,8,-2,21,-8,-1,18,0.9,4
O=C(NC1CCN(Cc2ccccc2)CC1)c1ccccc1NS(=O)(=O)c1ccc(F)cc1,-2,-11,-1,-4,16,0,4,-0.7,5
NS(=O)(=O)c1ccc(NC(=O)C2(c3ccccc3)CCCC2)cc1,3,-1,-2,1,3,-3,11,1.1,-6
COc1ccc(N(C(=O)C2COc3ccccc3O2)C(C(=O)NC2CCCCC2)c2ccccc2)cc1OC (stereo unspecified),12,3,-3,21,0,-5,17,1.0,11
CCn1c(SCC(=O)N2CCOCC2)nc2c([nH]c3ccccc32)c1=O,7,19,-5,2,-13,-2,8,2.6,-4
CN(C)C(=O)c1cc2cc([N+](=O)[O-])ccc2s1,-6,5,-3,-1,10,0,3,0.6,3
CCCCOc1ccc2ccccc2c1C=O,45,-9,-2,29,3,3,27,4.6,-5
Cc1cc(C)cc(OCC(=O)N2CCN(c3ncccn3)CC2)c1,12,17,-4,-3,5,-1,0,2.9,3
CCNS(=O)(=O)c1ccc(CCC(=O)N2CCC(C)CC2)cc1,10,3,-2,-1,10,-6,12,-1.9,0
COc1cc(-c2nc3cnccn3c2Nc2ccc(C(C)C)cc2)ccc1O,11,34,-4,14,-2,21,10,4.3,-9
CCN(CC)CCNC(=O)c1ccc(Sc2ccc(C)cc2)c(NC(C)=O)c1,-4,26,-3,-33,-5,1,11,-0.7,-1
COC(=O)c1c(-c2ccccc2)c[nH]c1C,14,-23,0,15,8,-1,-2,6.9,1
O=C1CC(C(=O)NCc2ccccc2)N=C(N2CCCCC2)N1 (stereo unspecified),5,-18,3,-1,5,0,7,1.8,-2
CCCOC(=O)c1ccc(NC(=O)C(=O)NCC2CCCO2)cc1 (stereo unspecified),15,9,1,11,-2,2,13,1.9,-9
CC(C)(C)OC(=O)NCCC(=O)N/N=C/c1ccc2nccnc2c1,0,8,0,-9,5,-2,-11,-0.9,0
CC(C)n1c(N2CCN(C(=O)c3cccs3)CC2)nc2ccccc21,-31,-11,-2,7,-6,1,17,-1.2,0
CC(=O)Nc1cccc(-c2nnc(SCc3ccccc3C#N)n2C)c1,-12,16,-7,0,10,-3,0,0.9,3
CCOc1ccc(NC(=O)COC(=O)c2cc(S(=O)(=O)N3CCCC3)ccc2C)cc1,26,-13,-2,-12,15,-3,-3,1.3,7
Cc1ccc(C)c(N2CCN(S(=O)(=O)c3ccc4c(c3)oc(=O)n4C)CC2)c1,36,24,-2,12,4,0,27,0.2,-2
O=C1c2ccccc2C(=O)N1CCn1nc(Cl)nc1Cl,5,14,-2,0,-2,-1,-3,-1.6,4
NC(=S)NN=C(c1ccccc1)c1ccccc1,31,-11,-1,5,21,-2,-23,1.9,14
CCN(CC)CCNc1nc(-c2ccc(OC)cc2)c(-c2ccc(OC)cc2)s1,4,24,-2,3,-5,0,17,2.5,2
CC1Cc2ccccc2N1C(=O)Cn1cnc2ccccc21 (stereo unspecified),-4,13,-3,-22,-14,3,-27,1.7,-3
Cc1cc(C)cc(C(=O)NC(=S)Nc2ccc3c(c2)OCCO3)c1,19,-88,-3,-8,-12,3,21,3.6,33
COc1ccc(OC)c(C(=O)/C=C/c2ccccc2C(F)(F)F)c1,34,89*,-5,35,17,3,37,9.7,9
C=CCn1c(SCc2nc3sc4c(c3c(=O)[nH]2)CCCC4)nc2ccccc2c1=O,20,32,0,-2,-3,1,18,3.6,-2
COc1ccccc1C/C(N)=N/OC(=O)COc1cccc2ccccc12,65*,-21,4,74*,-16,-1,58*,0.5,0
O=C(CC(Cc1ccccc1)C(=O)O)NCCc1ccc2c(c1)OCO2 (stereo unspecified),5,9,0,8,-17,-1,14,0.5,0
CCN1CCN(C(=O)C2CCN(C(=O)Nc3ccccc3)CC2)CC1,-2,1,-4,0,-22,-3,2,4.4,-8
COc1nc(N(C)C)nc(N2CC(=O)N(CCNS(=O)(=O)c3ccc(C)cc3)C2=N)n1,10,-5,1,-10,10,-1,-8,4.2,-1

Some entries already given with just TIM10 inh, APJ antag and tim23-1 inh.
canonical_smiles	TIM10 inh	APJ antag	tim23-1 inh
CC(C)n1c(N2CCN(C(=O)c3cccs3)CC2)nc2ccccc21	7	-6	-31
CC(=O)Nc1cccc(-c2nnc(SCc3ccccc3C#N)n2C)c1	0	10	-12

Remaining list, next part.
Compound,tim23-1 inh,Mdm2-MdmX inh,APJ ag,TIM10 inh,APJ antag,UPR XBP1 act,tim10-1 inh,CHOP UPR activ,CXCR6 block
O=C1CN(C(=O)NCC(=O)N2CCCC2)c2ccccc2N1,-4,3,-7,5,7,0,-5,-0.1,6
Cc1ccc(C)c(N(C)C(=O)c2cc3c(=O)[nH]c4ccc(C)cc4c3s2)c1,42,47,-3,9,-8,6,5,0.0,6
COc1cc(-c2noc(-c3cccs3)n2)cc(OC)c1OC,13,30,-1,18,6,8,33,4.7,2
O=C1CCCc2cc(S(=O)(=O)N3CCC(C(=O)NCc4ccccc4)CC3)ccc2N1,-10,-6,-2,-2,2,-9,-3,-1.1,-4
COc1ccc(/C=C/C(=O)Nc2ccc(S(=O)(=O)Nc3cc(C)nc(C)n3)cc2)cc1OC,8,28,0,6,-21,-3,7,0.5,-5
CCC(CC)N1CCN(C(=O)c2cccc(Cl)c2)CC1,-1,-14,-1,-10,11,-2,-5,-1.5,1
Cn1c(CNC(=O)OC(C)(C)C)nnc1SCc1c(Cl)cccc1Cl,4,5,-3,11,1,-2,8,-0.3,7
Cc1cccc(C(=O)NCC(=O)N2CCN(c3ccccn3)CC2)c1,-3,-3,-2,-10,-2,0,-11,5.1,3
COC(=O)c1sccc1NC(=O)Nc1cccc(C(C)=O)c1,4,20,-1,22,10,6,9,1.5,-2
Cc1ccc(C2=C/C(=C/c3cccnc3)C(=O)O2)c(C)c1,25,15,-3,31,1,-4,39,-3.0,8
O=C(NCc1csc2ccc(Cl)cc12)Nc1cccc2ccccc12,13,-7,-1,18,6,1,3,-0.2,1
CCC(=O)N1CCc2cc(S(=O)(=O)CCC(=O)Nc3ccc(CC)cc3)ccc21,-17,-3,-12,-21,-10,-2,-2,-0.3,-4
CC(C)Cn1cnc2c1c(=O)n(CC(=O)NN)c(=O)n2Cc1ccccc1,10,12,-4,9,6,0,8,-0.5,5
Cc1nc2scc(-c3ccc(Cl)cc3)c2c(=O)n1N,31,13,-1,6,16,3,26,-1.0,0
CC(C)(C)C1CCC(OCC(O)CN2CCN(c3ccccc3)CC2)CC1 (stereo unspecified),-108,14,-2,-39,15,-2,-39,-2.7,-4
COc1ccc(CCCc2nnc(SCC(=O)N/N=C\c3ccc(O)c(OC)c3)o2)cc1C,-4,30,2,-3,-16,-4,0,-0.6,-2
CCn1c(SCC(=O)Nc2ccc(OC)cc2OC)nc2nc3c(cc2c1=O)COC(C)(C)C3,-5,-4,4,19,6,3,-3,0.6,-4
Cc1cccc(-n2ccnc2SCC(=O)N2CCCc3ccccc32)c1C,25,19,3,21,8,3,31,0.4,5
O=C(NCc1ccco1)/C(=C/c1cccnc1)NC(=O)c1ccco1,0,-7,-2,1,12,2,-12,-2.5,-11
COc1nc(N)nc2nc[nH]c12,14,-26,7,10,2,-1,3,-0.1,-3
COc1ccccc1N1CCN(C(=O)CCc2c[nH]c3ccccc23)CC1,22,-12,-3,16,0,-6,17,-2.3,5
Cc1sc2nc(CN3CCOCC3)[nH]c(=S)c2c1C,15,-7,-3,24,13,1,18,0.5,16
CCCN(CCC)CC(O)CN1C(=O)N(CN2C(=O)N(CC(O)CN(CCC)CCC)C(=O)C2(C)C)C(C)(C)C1=O (stereo unspecified),-4,8,-3,-5,-7,-3,-7,-1.6,-1
O=C(CCCOc1ccccc1)N1CCN(c2ccc(F)cc2)CC1,22,-27,-2,-2,11,2,26,1.4,4
CS(=O)(=O)n1nc(OC(=O)c2cccs2)cc1N,16,17,-3,0,15,3,5,-1.5,-4
Cc1onc(-c2ccccc2)c1C(=O)N/N=C/C(Br)=C/c1ccccc1,48,37,-1,31,3,-2,39,2.4,6
Cc1ccccc1CSc1[nH]c(=O)ncc1C,-1,3,-1,3,-10,-4,7,-0.4,-5
CCCCOC(=O)/C=C/c1ccc(OC(=O)OC)c(OC(=O)OC)c1,-3,24,-2,13,10,-2,5,-0.3,4
CCCc1cc(=O)[nH]c(SCC(=O)N(CCC#N)c2ccc3c(c2)OCCO3)n1,-9,20,9,-17,-40,2,-23,0.2,6
CCSc1oc(-c2ccco2)nc1S(=O)(=O)c1ccccc1,37,18,2,11,11,-4,36,-0.9,13
CC1Cc2cc(S(=O)(=O)NCc3ccccc3)ccc2N1C(=O)C1CC1 (stereo unspecified),13,9,0,0,17,-5,18,3.6,-5
COCC(C)n1c(C)cc(C(=O)CN2C(=O)NC(Cc3c[nH]c4ccccc34)C2=O)c1C (stereo unspecified),-6,12,-4,0,11,4,-12,0.4,5
COc1ccc([C@@H]2CC=C(C(=O)O)[C@H](c3ccc(C)cc3)N2S(=O)(=O)c2ccc(C)cc2)cc1OC,13,29,-3,-2,4,-2,8,2.5,-3
CC(C)C[C@H](NC(=O)C1(c2ccccc2)CCN(C(=O)[C@H]2CSCN2C(=O)OC(C)(C)C)CC1)C(=O)O,14,4,11,18,-10,-2,9,3.8,5
O=C(O)CCSc1nc2ccccc2c(=O)[nH]1,4,5,-5,3,-10,5,8,-3.8,-10
CCC(c1nnnn1Cc1ccc(OC)cc1)N1CCN(c2ccc(OC)cc2)CC1 (stereo unspecified),28,7,0,26,17,-2,29,-0.7,1
CC(=O)C1=C(C)NC(C)=C(C(C)=O)C1c1ccccc1,3,12,1,8,3,2,6,-1.0,-6
Cc1ccnc(SCC(=O)N2CCC(C(N)=O)CC2)n1,0,-16,-1,-6,7,-2,-2,2.4,-3
O=C(COC(=O)c1ccccc1C(=O)c1ccccc1)Nc1ccc(SC(F)F)cc1,39,16,-4,40,8,-3,41*,3.8,-2
Cc1ccc(N2CCN(C(=O)c3ccccc3NC(=O)C3CC=CCC3C(=O)O)CC2)cc1 (stereo unspecified),5,5,1,2,16,-4,-5,7.5,-4
CC(C)CN(CC(C)C)S(=O)(=O)N1CCC(C(=O)N2CCc3ccccc3C2)CC1,15,-6,1,28,-20,-1,19,2.4,2
CC(C)N(Cc1nc(-c2ccccc2)no1)C(=O)CN(C)S(=O)(=O)c1ccccc1,31,6,-1,3,-6,-3,25,1.6,-2
